# High-throughput results deposited in PubChem by National Center for Advancing Translational Sciences (NCATS).
# PNC inhibitor = perinucleolar compartment assembly inhibition | PC3M PTB-GFP, PNC prevalence imaging, 16 h; hits give low values | activity change (PNC), negative = inhibition, % at 10 µM | hit rate 3.1% among 140,000 | AID 2417;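 active means readout at or below -70, meaning at least 70% loss of cells showing the perinucleolar compartment, a nuclear body marking cancer cells; inconclusive means readout between -30 and a set limit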;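 further: plate controls were DMSO wells for no effect and camptothecin positive control wells for full effect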
#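 Compounds are pinned in duplicate onto adhered PC3M cells stably expressing GFP-tagged PTB and incubated 16 h at 37 C. Cells are then fixed, nuclei stained with Hoechst, and PNC-positive cells counted.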
# 12-hLO inh = inhibitors of human 12-lipoxygenase (ALOX12); purified 12-hLO, xylenol orange hydroperoxide absorbance; P18054; hit rate 0.12% among 150,000; Potency, µM (series often up to 57.1 µM), for inactives: at the highest dose activity change, negative = inhibition, hits mostly inhibitors; further: potency means the concentration at half of the fitted maximal effect; nearly all actives have a fitted effect of over 55% in size; many of its hits are not listed in these tables
#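 150 nM 12hLO, 25 mM Hepes pH 7.0 + 0.01% Triton X-100; cpd preinc 15 min RT; 40 uM arachidonic acid, 30 min RT; Fe-XO 30 min; A573/A405 ratio as read-out.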
# IMPase inh = cell-permeable inhibitors of inositol monophosphatase (IMPase); P97697; CHO-M1 cells, IP1 accumulation, HTRF TR-FRET ratio; inhibition (IP1 accumulation), % at 46.1 µM; 120,000 tested, under 10 active; active means well fitted curve in the direction sought with a large enough effect in the signal ratio, not every such curve was filed as active; inconclusive means small, poorly fitted or top-dose-only effect, or a change in a side signal; inactive means no such curve, though single readings can be large or run the other way; the % refers to the signal ratio;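 further: cells stimulated with carbachol in lithium chloride buffer; plate controls were DMSO basal wells for no effect and reference inhibitor wells for full effect; higher means more IMPase inhibition seen as more IP1 and lower FRET ratio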
# Target sequence (P97697 whole entry, looked up): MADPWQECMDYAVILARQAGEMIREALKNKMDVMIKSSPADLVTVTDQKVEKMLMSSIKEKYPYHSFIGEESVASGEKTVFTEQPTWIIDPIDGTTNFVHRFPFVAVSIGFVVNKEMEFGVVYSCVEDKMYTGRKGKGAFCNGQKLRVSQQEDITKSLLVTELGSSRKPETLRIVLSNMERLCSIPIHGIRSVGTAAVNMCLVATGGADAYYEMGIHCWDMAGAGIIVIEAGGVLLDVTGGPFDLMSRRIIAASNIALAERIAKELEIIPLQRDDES
#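 In this qHTS, compounds (final up to 46 uM) act on CHO-M1 cells that are then activated through the M1 receptor with carbachol, in pH 7.4 buffer containing 50 mM LiCl, for 30 min. IP1 accumulation is quantified by the IP-One immunoassay.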
# ALOX15B inhib = inhibitors of human 15-lipoxygenase 2 (ALOX15B) | Potency, µM (doses to about 57.1 µM), for the others: at the top dose activity change, negative = inhibition, hits mostly inhibitors | O15296 | purified 15hLO-2, xylenol orange hydroperoxide absorbance | hit rate 0.56% among 110,000 | AID 881; further: potency means the concentration at half of the fitted maximal effect; nearly all actives have a fitted effect of over 60% in size; many of its hits are not listed in these tables
# Target sequence (O15296 whole entry, looked up): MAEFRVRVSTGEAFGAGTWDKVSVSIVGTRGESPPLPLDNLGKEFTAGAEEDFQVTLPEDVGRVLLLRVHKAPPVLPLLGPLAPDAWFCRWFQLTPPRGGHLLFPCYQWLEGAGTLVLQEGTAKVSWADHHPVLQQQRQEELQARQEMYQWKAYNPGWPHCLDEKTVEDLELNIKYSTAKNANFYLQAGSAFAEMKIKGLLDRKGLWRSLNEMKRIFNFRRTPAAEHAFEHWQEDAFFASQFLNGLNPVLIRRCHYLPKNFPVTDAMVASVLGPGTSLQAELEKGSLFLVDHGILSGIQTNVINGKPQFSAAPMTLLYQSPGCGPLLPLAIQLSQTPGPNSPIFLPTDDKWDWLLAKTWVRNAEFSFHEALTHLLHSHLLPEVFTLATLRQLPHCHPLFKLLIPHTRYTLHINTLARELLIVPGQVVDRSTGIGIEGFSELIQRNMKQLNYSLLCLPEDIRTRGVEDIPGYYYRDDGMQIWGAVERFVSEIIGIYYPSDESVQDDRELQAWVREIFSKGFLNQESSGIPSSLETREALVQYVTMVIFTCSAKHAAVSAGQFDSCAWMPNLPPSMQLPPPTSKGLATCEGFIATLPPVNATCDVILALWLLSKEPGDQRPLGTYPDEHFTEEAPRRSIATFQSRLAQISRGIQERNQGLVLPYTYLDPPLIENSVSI
#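 Enzyme 50 nM, AA 45 uM, 25 mM Hepes pH 7.5 + 0.01% Triton X-100; cpd preinc 15 min RT, rxn 90 min RT; stop/detect with 200 uM XO + 300 uM Fe(II) in 50 mM H2SO4, 30 min; A573/A405.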
# * = called active by the depositor; ? = inconclusive; . = not tested or not shown; [ ] = dose if it differs, or a comment. Unless noted, the call rests on the fitted dose curve; in most records, active means well fitted curve in the direction sought with a large enough effect; inconclusive means small, poorly fitted or top-dose-only effect, or another doubt; inactive means no such curve, though single readings can be large; an effect the other way counts as inactive or inconclusive. Unless noted, on the % scale 0 is the no-effect control and ±100 the full control effect.
Compound,PNC inhibitor,12-hLO inh,IMPase inh,ALOX15B inhib
CCOc1c(Cl)cc(CNC(C)(C)CC(C)(C)C)cc1OC,12,0%,1,61%[activator]
O=C(CN(C1CCCCC1)S(=O)(=O)c1ccccc1)NCc1cccnc1,10,1%,-1,.
CCOC(=O)C1CCCN(Cc2ccccc2C)C1 (stereo not given),-2,-10%,12,-13%
O=C(Cc1ccccc1)N[C@@H](Cc1ccccc1)c1nc2ccccc2[nH]1,33,-7%,1,5%
Cc1ccc(S(=O)(=O)N2CCN(C(=O)CSc3nc4ccccc4c(=O)[nH]3)CC2)cc1,?,-5%,-10,-5%
O=C(c1ccccc1)c1cccc(NC(=O)C2CC2)c1,26,2%,-5,-3%
COc1ccc(CNC(=O)c2ccc(CN3CCOCC3)cc2)cc1,10,-5%,2,5%[2.29 µM]
CC(=O)N1CCc2cc(S(=O)(=O)NCCC(=O)NC3CCN(Cc4ccccc4)CC3)ccc21,0,3%,7,1%
CCOC(=O)c1sc(-c2ccc(OC)cc2)cc1N,30,-14%,1,1%
N#Cc1cc(-c2ccccc2)nc(Oc2ccccc2)n1,-24,-4%,4,.
CC(C)CC(=O)N1CCN(Cc2ccc3c(c2)OCO3)CC1,14,-1%,-2,-11%
O=S(=O)(c1ccc(-c2ccccc2)cc1)N1CCOCC1,10,-2%,12,6%
CC1(C)C2CC=C(/C=N/n3cnnc3)C1C2 (stereo not given),3,3%,2,-5%
CCOC(=O)N1CCC(=NNC(=O)c2cc3ccccc3cc2O)CC1,20,-1%,.,.
Cc1ccc(Cl)cc1NC(=O)c1ccccc1OCC(=O)Nc1ccc(Cl)cc1,-6,-5%,-11,.
CCN(CC)C(=O)Cn1c(=O)n(C)c2ccccc21,-2,0%,5,0%
CN(C)CCN1C(=O)C(=O)/C(=C(/O)c2ccccc2)C1c1ccccc1F (stereo not given),?,-4%,-5,-4%
CCNc1[nH]c(=O)n(C)c(=O)c1N=O,?,0%,-4,-6%
Cc1ccc(-c2cc(=O)c3ccc(Cl)cc3[nH]2)cc1,.,0%[0.00818 µM],.,-3%[0.0915 µM]
CCC/C=C(\CCC)C(NC(=O)Oc1ccc(F)cc1)c1ccc(C(=O)OC)cc1 (stereo not given),.,-1%,.,14%
CCOC(=O)C1=c2s/c(=C\c3cccnc3)c(=O)n2C(N)=C(C(=O)OC)C1c1cccnc1 (stereo not given),-17,1%,-4,-13%
Cn1c(=O)c2c(nc(CN3CCCCC3)n2CCc2ccccc2)n(C)c1=O,-18,0%,2,2%
Cc1nnc(SCC(=O)NCc2ccccc2)n1-c1ccccc1,50,4%,0,-2%
COc1ccc(-n2nnnc2SCC(=O)c2ccc3c(c2)OCCO3)c(OC)c1,?,-4%,2,4%
CCOc1ccc(C2C(C(=O)O)c3ccccc3C(=O)N2CCN2CCOCC2)cc1 (stereo not given),?,-5%,7,-3%
Cc1cccc(N=CC=C2OC(C)(C)C(C)(C)O2)c1,-23,-5%,.,.
COC(=O)c1c(NC(=O)CN2CCN(S(=O)(=O)c3ccccc3[N+](=O)[O-])CC2)sc2c1CCC(C)C2 (stereo not given),?,0%,.,.
Cc1ccc(N(C(=O)Cc2c[nH]c3ccccc23)C(C(=O)NC2CCCCC2)c2ccco2)cc1 (stereo not given),8,-3%,0[1.84 µM],-15%[11.4 µM]
O=C(NCCc1ccccc1)c1ccc(Cl)c([N+](=O)[O-])c1,50,4%,1,-3%
O=[N+]([O-])c1cccc(-c2ccc(/C=N/n3c(-c4ccccc4)n[nH]c3=S)o2)c1,?,2%,-1,.
CCOC(=O)c1c(-c2ccccc2)csc1NC(=O)/C(C#N)=C/c1ccc(OC)c(OC)c1,6,2%,.,.
O=C(O)c1cc(-c2ccc(Cl)cc2)n[nH]1,33,-1%,-7,1%
CCN(CC)c1ccc(NC(=O)c2cncc(Br)c2)cc1,33,-1%,-3,3%[2.29 µM]
Cc1ccc(S(=O)(=O)N(C)C)cc1-n1c(SCC(=O)Nc2ccc(F)cc2Cl)nc2ccccc2c1=O,12,-1%,.,.
CC(=Nc1ccccc1)C1=C(O)COC1=O,47,?,3,3%
O=C(O)CCn1nnc(-c2cccs2)n1,-105*,3%,-18,1%
CCOc1cc(C2CC(=O)NC(SCC)=C2C#N)ccc1O (stereo not given),32,-6%,-1,-7%
CN1CCN(C(c2cccnc2)c2ccc3cccnc3c2O)CC1 (stereo not given),?,1.6µM*,11,73%[activator]
Cc1cc2c(cc1C)CSC(c1ccc(O)cc1)SC2,-18,0%,-2,-3%
CCn1c(COc2ccccc2C)nnc1SCC(=O)N1CCN(c2ccccc2)CC1,?,0%,-4,3%

# 5 compounds from above, showing only 12-hLO inh, IMPase inh and ALOX15B inhib.
structure	12-hLO inh	IMPase inh	ALOX15B inhib
O=C(O)CCn1nnc(-c2cccs2)n1	3%	-18	1%
CCNc1[nH]c(=O)n(C)c(=O)c1N=O	0%	-4	-6%
CCN(CC)C(=O)Cn1c(=O)n(C)c2ccccc21	0%	5	0%
COc1ccc(CNC(=O)c2ccc(CN3CCOCC3)cc2)cc1	-5%	2	5%[2.29 µM]
Cc1ccc(Cl)cc1NC(=O)c1ccccc1OCC(=O)Nc1ccc(Cl)cc1	-5%	-11	.

# Additional entries follow.
Compound,PNC inhibitor,12-hLO inh,IMPase inh,ALOX15B inhib
CCc1ccc(NC(=O)CS(=O)CC(=O)NCCCc2ccccc2)cc1 (stereo not given),-4,3%,-1,-17%
Cc1ccc(C2=Nc3ccccc3S[C@@H](c3cccc([N+](=O)[O-])c3)C2)cc1,.,-10%[11.4 µM],.,-24%[11.4 µM]
O=C(CC1NCCNC1=O)Nc1cc(Cl)cc(Cl)c1 (stereo not given),30,-1%,.,.
CN(C)S(=O)(=O)N(CC(=O)Nc1ccccc1)c1ccccc1,?,1%,1,.
Cc1ccn2cc(-c3cnoc3C)nc2c1,40,0%,-6,-4%
CC(C)(C)N(Cc1cc2ccccc2[nH]c1=O)C(=O)C1CCCCC1,13,-5%,.,.
CC(NS(C)(=O)=O)C(c1cccs1)N1CCN(C)CC1 (stereo not given),13,22%,0,2%
CCC(NC(=O)NCc1ccc2c(c1)OCO2)(C(F)(F)F)C(F)(F)F,?,-17%,-4,-12%
O=C(Nc1cc(S(=O)(=O)N2CCCCC2)ccc1O)c1ccccc1NS(=O)(=O)c1ccc(F)cc1,?,-2%,.,.
COc1ccc(Cc2n[nH]c(=O)c3ccccc23)cc1OC,7,4%,-3,20%
COc1cccc(NC(=S)NNC(=O)c2ccccc2OC(F)F)c1,20,-13%,7,5%
CCCc1cc(=O)[nH]c(SCc2ccccc2)n1,-19,-1%,8,4%
O=C(Nc1ccc(CN2CCOCC2)cc1)c1ccc(-c2ccc(Br)cc2)o1,5,-20%,-13,5%
O=C(Nc1c(-c2cccs2)nc2ccccn12)c1ccc2ccccc2c1,?,-1%,8,.
CCC(=O)Nc1ccc(Cl)c(NC(=O)c2cccnc2)c1,-21,2%,19,-2%
O=C(COC(=O)CCc1ccc(S(=O)(=O)N2CCCCC2)cc1)Nc1cccc2ccccc12,28,0%,.,.
COc1ccccc1NC(=O)C(=O)NCc1ccncc1,11,0%,.,.
CNCc1ccccc1Sc1cccc2ccccc12,-13,0%,.,.
CCC(C)NC(=O)C(=O)NCc1ccncc1 (stereo not given),-4,2%,4,-15%
CCOC(=O)c1c(C)oc2c1cc(O)c1ccccc12,29,-10%,2,-21%

# Reprinted from the part before: 4 entries, then new ones.
Compound,PNC inhibitor,12-hLO inh,IMPase inh,ALOX15B inhib
COc1ccccc1NC(=O)C(=O)NCc1ccncc1,11,0%,.,.
CNCc1ccccc1Sc1cccc2ccccc12,-13,0%,.,.
CCC(C)NC(=O)C(=O)NCc1ccncc1 (stereo not given),-4,2%,4,-15%
CCOC(=O)c1c(C)oc2c1cc(O)c1ccccc12,29,-10%,2,-21%
Cc1ccc2nc(Nc3nc(-c4ccccc4)cc(=O)[nH]3)nc(C)c2c1,65,1%,2,-7%
CN(C)CCNC(=O)C1CC(=O)N(c2ccc(F)c(Cl)c2)C1 (stereo not given),15,4%,-1,12%
Oc1ccc(/C=N/Nc2cc(N3CCOCC3)nc(N3CCOCC3)n2)cc1O,51,-5%,.,.
O=C(OCCCc1ccncc1)c1ccc(S(=O)(=O)N2CCOCC2)cc1,3,-3%,0,-5%
O=C(CSC(=S)N1CCOCC1)Nc1nc(=O)c2ccccc2s1,25,-4%,.,.
CC(C)(C)CC(=O)Nc1nnc(C(F)(F)F)s1,?,-20%,?,.
CC(C)CCNC(=O)Cc1ccccc1[N+](=O)[O-],7,2%,-2,15%
COc1ccc(-n2nnnc2-c2cnc3cc4c(cc3c2C)OCO4)cc1,31,-3%,6,12%
CCCOC(=O)CSc1nc(N)c(C#N)c(CC)c1C#N,-28,2%,13,2%
CCOC(=O)C1=C(N)OC2=C(C(=O)CCC2)C1c1cccs1 (stereo not given),11,-6%,2,4%
COc1ccc(OCc2nn3c(-c4ccccn4)nnc3s2)cc1,?,-3%,10,-13%
COC(=O)C1=C(C(=O)OC)C2(OC1c1ccc(Br)cc1)C(=O)c1ccccc1C2=O (stereo not given),-100*,-14%,0,.
O=C(NCc1ccco1)c1c(F)cccc1Cl,-19,-2%,.,.
COc1ccc(Sc2cnn(-c3ccccc3)c(=O)c2Cl)cc1,11,0%,-11,-7%
CN(C)CCCCOc1ccccc1-c1ccccc1,71,4%,15,0%
COc1ccc(C2N(Cc3ccccc3)CC(=O)N2/N=C(\C)c2ccccc2)cc1 (stereo not given),-20,-1%,.,.
S=c1[nH]nc(-c2cccnc2)n1C1CCCCC1,-15,-3%,-4,.
COc1ccc(OC)c(C(C)NC(C)=O)c1 (stereo not given),12,0%,2,0%
CCCC(c1nnnn1C(C)(C)CC)N(CCCO)Cc1cc2cc(C)cc(C)c2[nH]c1=O (stereo not given),13,-10%,8,13%
COc1ccc(-c2nc3ccccn3c2/N=C/c2ccc(OC)c(OC)c2)cc1O,32,-7%,.,.
CC(C)(C)C(=O)NC(C(N)=O)=C(Cl)Cl,58,-4%,-1,1%
COC(=O)Cn1c(C)nc2ccccc21,4,5%,1,-6%
O=C(NCc1ccccc1)c1ccc(S(=O)(=O)N2CCCC2)cc1,?,4%,0,6%
Cc1cc(=O)oc2c(N)c(O)ccc12,?,-1%,16,-12%
Cc1cnc(CNc2ncnc3ccc(-c4ccccc4CN(C)C)cc23)cn1,.,1%,.,33%[activator]
NC(=O)CSc1nnnn1-c1cccc(Cl)c1,-19,-1%,.,.
CSc1nc(Oc2ccc(F)cc2)c2ccccc2n1,53,2%,15,14%
CCOc1ccc(C(=O)NCC(c2cccs2)N(C)C)cc1OCC (stereo not given),4,0%,2,.
CN1C(=O)/C(=C2\SC(N3CCCCCC3)=NC2=O)c2ccccc21,-15,-6%,12,-9%
CC(=O)c1ccc(-c2ccc(-c3cc(=O)oc4c(C(C)C)ccc(C)c34)cc2)cc1,.,-4%[0.00818 µM],.,7%[0.0915 µM]
O=C(Oc1cc(=O)oc2ccccc12)c1cccnc1Cl,-19,-4%,.,.
CCN(CC)S(=O)(=O)c1ccc2oc(C(=O)N3CCCCCC3)c(C)c2c1,25,-1%,2,-9%

# A portion of the library; count on the stated rates, not on these rows.
